GDH-TPI inh: inhibits GDH-TPI coupling enzymes, artifact for Mtb FBA screen; GDH-TPI coupled enzyme counterscreen, NADH absorbance; inhibition, % at 4.8 µM; hit rate 1.2% among 360,000;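 note: 0% = DMSO wells and 100% = wells lacking the enzyme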
BoNT F protease: BoNT F light chain protease inhibition. inhibition, % at 10 µM. Multiplex microsphere protease cleavage assay, flow cytometry. AID 588497. hit rate 0.22% among 360,000; in the data active = inhibition above about 35%, passing the limit was not always enough; inconclusive = no clear call, values can overlap the other calls; note: plate controls were buffer without enzyme for full effect and enzyme alone for no effect
Mtb UGM inh: Mtb UDP-galactopyranose mutase inhibition; P9WIQ1; purified UGM, fluorescence polarization probe displacement; inhibition, % at 10 µM; hit rate 0.06% among 320,000; AID 504406; in the data active = inhibition above about 10%, passing the limit was not always enough; inconclusive = no clear call, values can overlap the other calls
Target sequence (P9WIQ1 whole entry, looked up): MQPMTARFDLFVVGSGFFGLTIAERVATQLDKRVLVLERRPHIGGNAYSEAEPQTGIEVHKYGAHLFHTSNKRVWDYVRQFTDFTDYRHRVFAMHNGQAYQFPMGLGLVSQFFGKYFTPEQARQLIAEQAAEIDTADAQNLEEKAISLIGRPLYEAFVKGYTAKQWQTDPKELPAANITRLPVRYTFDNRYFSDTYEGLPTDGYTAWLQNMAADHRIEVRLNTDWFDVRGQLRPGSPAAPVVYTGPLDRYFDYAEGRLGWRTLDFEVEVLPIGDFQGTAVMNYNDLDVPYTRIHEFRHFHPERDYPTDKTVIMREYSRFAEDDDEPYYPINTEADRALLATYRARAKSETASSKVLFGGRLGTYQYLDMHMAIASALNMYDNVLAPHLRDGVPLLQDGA
BioA inh: inhibitors of Mycobacterium tuberculosis BioA enzyme | purified M. tuberculosis BioA enzyme, plate reader | inhibition, % at 9.99 µM | hit rate 0.096% among 360,000; in the data active = inhibition above about 40%; inconclusive = no clear call, values can overlap the other calls
DUSP3 inh: inhibitors of human VHR1 phosphatase (DUSP3). AID 1654. inhibition, % at 13.3 µM. recombinant VHR phosphatase, pNPP absorbance. hit rate 0.52% among 290,000; in the data active = inhibition above about 50%; note: some compounds called inactive have numbers as strong as hits
Target sequence (P51452 whole entry, looked up): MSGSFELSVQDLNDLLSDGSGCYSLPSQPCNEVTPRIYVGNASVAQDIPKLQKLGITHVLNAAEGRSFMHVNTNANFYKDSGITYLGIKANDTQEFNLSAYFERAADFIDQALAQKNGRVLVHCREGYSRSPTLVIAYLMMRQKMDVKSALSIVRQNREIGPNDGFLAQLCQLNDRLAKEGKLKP
FadD28 FP inh: M. tuberculosis FadD28 bisubstrate binding inhibition. FadD28 bisubstrate probe binding, fluorescence polarization. inhibition, % at 12.5 µM. hit rate 0.22% among 360,000. AID 588549; in the data active = inhibition above about 8.5%, passing the limit was not always enough; inconclusive = no clear call, values can overlap the other calls
Mtb FBA inh: inhibitors of M. tuberculosis fructose-bisphosphate aldolase; purified M. tuberculosis FBA, fluorescence read-out; inhibition, % at 1 µM; hit rate 2.3% among 360,000; in the data active = inhibition above about 27%;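 note: 0% = vehicle and 100% = reference inhibitor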
Target sequence (P9WQA3 whole entry, looked up): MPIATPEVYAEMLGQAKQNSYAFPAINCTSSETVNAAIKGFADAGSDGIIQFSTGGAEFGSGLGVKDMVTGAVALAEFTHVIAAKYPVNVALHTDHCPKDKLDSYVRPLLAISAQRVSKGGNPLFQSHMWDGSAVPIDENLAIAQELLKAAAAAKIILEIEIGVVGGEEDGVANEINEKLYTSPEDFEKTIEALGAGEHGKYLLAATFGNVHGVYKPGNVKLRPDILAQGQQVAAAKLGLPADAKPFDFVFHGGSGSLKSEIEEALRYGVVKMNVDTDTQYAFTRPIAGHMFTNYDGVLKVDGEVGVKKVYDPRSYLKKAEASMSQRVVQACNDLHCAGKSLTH
CCHFV vOTU inh: blocks the CCHF virus ovarian tumor domain protease. CCHFV vOTU protease, Pep-AMC fluorescence. inhibition, % at 11.5 µM. hit rate 0.55% among 370,000. AID 651958; note: 0% = vehicle wells with enzyme and 100% = no enzyme wells
Rv3671c inh: inhibitors of M. tuberculosis serine protease Rv3671c | P9WHR9 | AID 2606 | inhibition, % at 5.96 µM | hit rate 0.048% among 320,000; in the data active = inhibition above about 38%;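 note: extracellular domain of Rv3671c used as enzyme; 0% = enzyme with DMSO and 100% = no enzyme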
MazF activator: increases E. coli MazEF RNase cleavage of RNA; FAM/BHQ RNA-DNA oligo cleavage fluorescence, 5 h; AID 504720; hit rate 0.32% among 350,000; activation, % at 20 µM; in the data active = activation above about 50%
Target sequence (P0AE70 whole entry, looked up): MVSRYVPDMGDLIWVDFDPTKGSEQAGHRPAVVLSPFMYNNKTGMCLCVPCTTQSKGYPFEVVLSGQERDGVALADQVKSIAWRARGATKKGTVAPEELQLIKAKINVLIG
* marks the source's active call; other numbers are inactive results; ? = inconclusive; nt = not tested or not shown. Cut-off read from the data, not from the text of the source, unless noted: active = inhibition above about 30%; inactive = the rest.

SMILES	GDH-TPI inh	BoNT F protease	Mtb UGM inh	BioA inh	DUSP3 inh	FadD28 FP inh	Mtb FBA inh	CCHFV vOTU inh	Rv3671c inh	MazF activator
CCCOc1cccc(C2/C(=C(/O)c3ccccc3)C(=O)C(=O)N2CCN(C)C)c1 (centres undefined)	16	-3	nt	0.3	-6	-3.0	-2	15	nt	10
COc1ccc(CCCN2CCC(CN3C(=S)NC[C@@H]3Cc3ccccc3)CC2)cc1OC	2	-7	nt	1.8	nt	-1.1	-2	-7	nt	7
CC1CC(=O)Nc2ccccc2N1S(=O)(=O)c1cccc(Cl)c1 (centres undefined)	1	-7	2.3	-2.0	30	-1.8	-1	-10	-2	4
CCN(CC)C(=O)c1[nH]cnc1C(=O)Nc1ccc(C)cc1	-1	1	3.7	-4.0	nt	-2.7	0	-11	-5	4
O=C(Nc1ccc(Cl)cc1)[C@@H]1[C@@H]2C(=O)N(c3ccc4ccccc4c3)C(=O)[C@@H]2[C@H]2C=CC=NN21	14	0	4.2	nt	27	0.6	0	3	-13	-5
O=C(COc1ccc(Cl)cc1)NCc1nnc(SCC(=O)Nc2ccccc2F)o1	-1	-8	0.0	nt	8	-3.3	-1	8	-3	-2
c1ccc(CNc2cncnc2)cc1	11	-21	-1.8	-2.3	-6	0.4	18	-2	5	13
C=CCSc1nnc(-c2c[nH]c3ccccc23)n1CCOC	1	-1	-2.2	-4.3	1	0.4	2	10	-9	13
O=C(Nc1cccc(F)c1)Nc1ccc(Cl)cn1	-5	-1	1.7	-0.7	19	0.4	0	-7	-4	1
COc1cc(CNc2ncnc3c2ncn3[C@H]2CN(Cc3cc(OC)c(OC)c(OC)c3)C[C@@H](CO)O2)cc(OC)c1OC	0	8	nt	1.1	nt	1.0	4	-1	nt	nt
O=S(=O)(Nc1ccc(Cl)cc1)c1cccc2cccnc12	8	-8	-0.4	2.5	13	nt	1	-1	-5	6
O=C(CSc1nn(-c2ccc(F)cc2)c(=S)s1)NCC1CCCO1 (centres undefined)	8	-2	-0.8	nt	8	-1.2	-4	8	-3	-7
COc1c(Br)cc2c(C)c(C(=O)N3CCOCC3)oc2c1Br	nt	nt	1.2	nt	10	nt	nt	-3	0	2
CCC(C)N1C(=O)c2ccccc2C1C(=O)NC1CCCCCC1 (centres undefined)	3	-5	-0.4	nt	10	-2.3	-3	-10	-5	-3
CC(=O)Nc1nnc(S(N)(=O)=O)s1	-6	5	4.3	0.1	-111	-0.5	-1	12	3	-1
Cc1cnc(C(=O)Nc2ccccc2-c2nnn(CC(=O)NC3CCCC3)n2)cn1	-5	2	-2.2	-1.6	14	-1.1	1	3	3	-13
C=CCOc1ccc(C(=O)Nc2ccc3c(c2)n(C)c(=O)n3C)cc1	2	-23	0.1	0.6	17	-2.3	0	-12	nt	9
O=C(NCCc1cscn1)C1CCC(=O)N(Cc2ccc(Cl)cc2)C1 (centres undefined)	1	-3	-0.7	0.0	1	-2.7	1	2	0	7
O=C(NN=C1CCCC1)c1ccc([N+](=O)[O-])cc1	0	-2	-2.0	nt	3	1.3	-1	3	-6	11
c1ccc(NN(Cc2ccncc2)c2ccccc2)cc1	5	-2	nt	2.3	nt	-2.0	-3	5	nt	1
Cc1ccc2[nH]c3c(=O)n(Cc4ccco4)cnc3c2c1	8	-3	-2.7	-0.7	21	-4.1	4	-7	2	1
CN(C)S(=O)(=O)c1ccc2oc(SCC(N)=O)nc2c1	8	4	2.8	nt	6	0.4	4	4	-3	-15
Nc1cc([N+](=O)[O-])ccc1O	15	-6	2.6	nt	3	3.0	-23	11	-3	7
CC(NC(=O)CN1CCc2ccccc21)c1ccccc1 (centres undefined)	-6	?	0.9	nt	54*	-0.3	2	4	1	3

4 neighbouring compounds already listed:
SMILES	GDH-TPI inh	BoNT F protease	Mtb UGM inh	BioA inh	DUSP3 inh	FadD28 FP inh	Mtb FBA inh	CCHFV vOTU inh	Rv3671c inh	MazF activator
COc1c(Br)cc2c(C)c(C(=O)N3CCOCC3)oc2c1Br	nt	nt	1.2	nt	10	nt	nt	-3	0	2
CCC(C)N1C(=O)c2ccccc2C1C(=O)NC1CCCCCC1 (centres undefined)	3	-5	-0.4	nt	10	-2.3	-3	-10	-5	-3
CC(=O)Nc1nnc(S(N)(=O)=O)s1	-6	5	4.3	0.1	-111	-0.5	-1	12	3	-1
Cc1cnc(C(=O)Nc2ccccc2-c2nnn(CC(=O)NC3CCCC3)n2)cn1	-5	2	-2.2	-1.6	14	-1.1	1	3	3	-13

Next records follow:
SMILES	GDH-TPI inh	BoNT F protease	Mtb UGM inh	BioA inh	DUSP3 inh	FadD28 FP inh	Mtb FBA inh	CCHFV vOTU inh	Rv3671c inh	MazF activator
COc1ccc([C@H]2/C=C\CN(C(=O)C3CCCC3)[C@@H](C)C(=O)N2Cc2ccc(F)cc2)cc1	2	-10	-0.9	-0.6	nt	-1.7	0	7	4	1
CCOc1ccc(-n2c(SCC(=O)Nc3ccc(C(=O)O)cc3)nc3ccccc3c2=O)cc1	0	22	-0.4	-0.5	-10	-3.9	-4	6	6	8
CCn1c(SCc2cccc(F)c2)nc2c(c1=O)SCC2	7	-5	2.0	13	11	-1.5	-2	-4	-5	-2
O=C(CSc1ccccc1)N1CCc2ccccc21	7	-5	0.8	-0.5	36	-2.6	-2	3	0	10
CCSC1=NCCN1C(=O)c1ccc(S(=O)(=O)N(CC)CC)cc1	5	4	-2.6	nt	20	-0.5	2	-1	7	2
CCCC(=O)Oc1ccc(C2NC(=O)c3ccccc3O2)cc1OC (centres undefined)	-3	-31	0.8	-2.3	60*	-3.7	1	-7	-5	4
Cc1cc(/C=N/NC(=O)Cn2c3ccccc3c(=O)c3ccccc32)c(C)n1-c1ccccc1	9	-11	-2.2	nt	23	-1.9	66*	-41	-19	3
CCOc1ccc(NC(=O)CC2NCCNC2=O)cc1 (centres undefined)	6	-4	-3.4	-2.1	2	0.8	0	6	-1	0
COc1ccc2oc(=O)c(N3C(=O)c4ccccc4C3=O)cc2c1	15	-6	7.5	-5.2	1	-0.9	2	-16	8	1
Cc1c(C(=O)NC2CCOC2)oc2c(F)cccc12 (centres undefined)	2	2	-1.6	0.5	53*	-1.9	-1	-11	-8	8
CC(=O)Nc1ccn(Cc2c(F)cccc2Cl)n1	-1	-6	-0.1	nt	3	0.4	2	-8	1	5
COCCNC(=O)C(C(=O)c1ccc(F)cc1)n1cc(C)ccc1=O (centres undefined)	6	-5	1.1	nt	31	-2.5	-4	-10	2	6
Cc1ccc([N+](=O)[O-])cc1N/C=C1\CCc2ccccc2C1=O	5	-5	0.6	1.4	17	-0.6	2	1	8	3
Cc1c(C(=O)N2CCCC2)sc(NC(=O)c2ccccc2)c1C#N	26	-2	3.3	-1.7	30	1.3	-1	-9	-4	-4
C=CCc1cccc(CNc2nc3ccccc3n2CCN2CCOCC2)c1O	-1	-9	-2.7	nt	3	0.5	1	-1	10	6
COc1cccc(Cn2nc(C(=O)O)c3ccccc3c2=O)c1	11	12	0.2	0.9	-4	-3.7	-1	-4	0	3
C=CCSc1nnc(NC(=O)C2CC(=O)N(c3ccc4c(c3)OCCO4)C2)s1 (centres undefined)	5	13	1.8	0.9	nt	0.4	1	13	-2	4
O=C(Cn1cc(C(=O)c2ccco2)c2ccccc21)NC1CC1	15	-2	0.5	nt	39	-4.8	2	10	-1	15
COc1ccc(C(c2nnnn2-c2c(C)cccc2C)N2CCC(n3c(=O)[nH]c4ccccc43)CC2)cc1 (centres undefined)	nt	-2	nt	-0.4	nt	0.3	2	23	nt	nt
COc1ccc2c(CC(=O)N(C)CC3COc4ccccc4O3)coc2c1 (centres undefined)	-5	6	-1.0	2.6	10	-3.3	2	-3	6	-5
CCN(CC(=O)Nc1c(F)cccc1F)C(=O)CNC(=O)c1cccs1	-6	-1	-2.2	0.0	nt	-2.7	-1	-1	3	-1
CCCN1CCN(CCCNC(=O)CN2C(=O)COc3ccc(C(C)(C)C)cc32)CC1	-8	0	nt	-1.8	nt	1.2	3	-11	nt	-15
O=C(O)c1cc(-c2ccncc2)nc2ccc(S(=O)(=O)N3CCOCC3)cc12	13	8	2.2	-0.5	10	-2.1	2	9	0	3
Cc1ccc(NC(=O)c2sccc2-n2cccc2)c(C)c1	-7	2	-1.5	0.9	-16	-8.7	-12	4	-5	6
Brc1ccc(-c2nnc(Cc3ccccc3)o2)cc1	7	-3	-0.3	-0.4	2	-4.8	2	-4	4	3
Cn1c(SCc2cccc(F)c2)nnc1-c1ccccn1	4	1	2.3	1.2	22	-3.0	2	5	5	4
N#CC(C#N)=CNc1cccnc1	43*	0	1.2	nt	-1	-1.1	5	-9	-3	1
CCC(=O)N1N=C(c2cccc(NS(C)(=O)=O)c2)CC1c1cccs1 (centres undefined)	-5	-4	1.1	nt	0	-2.5	-6	4	-1	0
COc1ccc(OC)c(CN2CCN(CC(=O)Nc3ccccc3C(=O)NC3CC3)CC2)c1	2	-5	-1.8	0.5	nt	-2.9	0	8	-5	12
C=CCn1sc(=N)c(C#N)c1N	2	-31	1.5	-1.2	16	2.6	8	-14	-1	-1
CC(C)(C)c1ccc(C(=O)N2CCC(NC(=O)c3ccccc3)CC2)cc1	4	?	2.6	-1.6	16	0.0	2	-1	3	-1
C=CCn1c(SCC(=O)Nc2ccc(N3CCOCC3)cc2)nnc1-c1ccco1	-5	1	-1.0	1.5	8	nt	-4	7	-5	8
Cc1ccc(NC(=O)COC(=O)c2ccc3c(=O)n4c(nc3c2)CCC4)c(Br)c1	-2	0	0.4	-0.8	nt	-3.3	2	-12	-11	9
O=C(NN=C1C2CC3CC(C2)CC1C3)c1ccncc1	4	-8	0.0	-1.4	14	1.3	-1	-10	2	0
CC(C)Oc1ccc(C(=O)OCC(=O)c2ccc[nH]2)cc1	4	0	0.4	0.1	nt	-5.8	-5	12	-6	4
CNC(=O)C1CN(C(=O)c2nn(Cc3ccccc3)c(=O)c3ccccc23)c2ccccc2O1 (centres undefined)	-12	-3	nt	5.2	nt	-0.8	4	0	nt	-1
Cc1sc2ncnc(Sc3nnnn3-c3ccccc3)c2c1C	9	0	-2.2	0.8	-4	-4.9	27*	1	-4	-3
CCn1nnc(NC(=O)c2cc(Cl)c(OC)c(Cl)c2)n1	12	-4	0.5	0.1	13	-0.1	5	-3	-4	0
Cc1[nH]c2c(C)cccc2c(=O)c1CN1CCCCCC1	0	10	-4.3	nt	11	-0.3	2	10	-1	2
CCCCOC(=O)c1c(C)oc2ccc(NS(=O)(=O)c3ccc4c5c(cccc35)C(=O)N4)cc12	10	-1	3.0	-1.1	9	-10	-1	7	-138	2
O=C(CN1CCN(S(=O)(=O)N2CCCCCC2)CC1)Nc1ccc(F)cc1	-2	4	-1.2	2.7	16	-1.0	1	3	0	-2
O=C(CCc1cccc(Cl)c1)NC1CCCN(Cc2ccccc2F)C1 (centres undefined)	12	18	-1.2	0.2	-23	-0.2	-2	2	-3	-23
Cc1ccc(C2NCCS2)cc1 (centres undefined)	-1	2	0.8	-0.1	27	-2.7	1	0	0	3
O=C(CN1C(=O)CCC1=O)Nc1nc2c(F)cc(F)cc2s1	5	-10	5.3	-2.5	nt	-0.7	5	-2	-2	5
c1ccc2c3c(cc(N4CCOCC4)c2c1)OC1(N2CCOCC2)CCCCC1O3 (centres undefined)	1	36*	2.3	-1.1	-21	-0.4	89*	-2	-14	-7
COc1cccc(C(=O)Nc2cccc3c2ccc2cccn23)c1	-3	-1	0.6	nt	40	-5.6	4	-1	3	6

Random excerpt: 2 compounds from above.
SMILES	GDH-TPI inh	BoNT F protease	Mtb UGM inh	BioA inh	DUSP3 inh	FadD28 FP inh	Mtb FBA inh	CCHFV vOTU inh	Rv3671c inh	MazF activator
CCCCOC(=O)c1c(C)oc2ccc(NS(=O)(=O)c3ccc4c5c(cccc35)C(=O)N4)cc12	10	-1	3.0	-1.1	9	-10	-1	7	-138	2
O=C(CN1C(=O)CCC1=O)Nc1nc2c(F)cc(F)cc2s1	5	-10	5.3	-2.5	nt	-0.7	5	-2	-2	5
